Bioassay records (PubChem)
Lipid storage S3: qHTS Assay for Lipid Storage Modulators in Drosophila S3 Cells; Drosophila S3 cells, BODIPY lipid droplet fluorescence, 18-24 h; cells fed with added oleic acid; Potency in µM for hits, for the others lipid storage change, negative = inhibition, % at the top dose, mostly 46.1 µM; actives 0.64% (n = 320,000); active = well fitted inhibition curve with a large enough effect in the signal ratio, with a control signal flat, not every such curve was filed as active; inconclusive = small, poorly fitted or top-dose-only effect, or effect the other way, or a change in a side signal; the % refers to the signal ratio
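Drosophila S3 cells loaded with oleic acid (400 uM, as added) and compounds at several concentrations; lipid droplets imaged by 488-nm laser-scanning cytometry, 500–530 nm intensity and object ratio to cell channel. Percent activity normalized to 20 uM Triacsin C.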
Lipid storage S3 cell count max: second read-out of Lipid storage S3, no call of its own (marks repeat the call); cell number change, %; measured here: cell count max response;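 cells counted by Cell Tracker Red CMTPX staining in the red channel; peak over a dose series mostly up to 46.1 µM; percent activity relative to internal control wells on each plate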
* hit, by the source's call; i = inactive; ? = inconclusive; / = no result given. % is set by controls: 0 for no effect and ±100 for the full control effect; potency is the fitted concentration of half-maximal effect. Only part of the results is shown, so the mix of outcomes need not match the whole.

SMILES | Lipid storage S3 | Lipid storage S3 cell count max
C/C(=N/NC(=O)c1cccc(N2CCCC2=O)c1)c1ccc(Br)cc1 | ? | /
Cc1c(Cc2ccc3c(c2)OCO3)sc(NC(=O)c2ccccc2)c1C(N)=O | ? | /
CC(/C=N/NC(=O)Cc1cccn1C)=C\c1ccco1 | ? | /
Cc1c(CN2CCCC(C(=O)Nc3cccc(-n4cccn4)c3)C2)cnn1C (stereo not given) | i | -19.1
COc1ccccc1N1CCN(C(=O)COc2ccc(Cl)cc2)CC1 | 20.5% | 5.8
CC(C)C(O)(C#CCN1CCCCC1)c1ccccc1 (stereo not given) | ? | /
Cc1ccccc1CN1CCN(CC(=O)NCCCN2CCN(c3ccc(F)cc3)CC2)C1=O | -29.1% | -5.3
c1ccc(NNC2=NCCS2)cc1 | i | 9.0
O=c1cc2c(nn1Cc1ccc(Cl)cc1Cl)-c1ccccc1CC2 | ? | /
O=C(C(=C1NCCN1)n1cncn1)c1ccccc1 | ? | /
Cc1ccc2nc(N3C(=O)C(O)=C(C(=O)c4ccco4)C3c3ccc(C)o3)sc2c1 (stereo not given) | ? | /
CCc1noc(C)c1C(=O)N(C)CC(=O)Nc1ccc(OC)cc1 | -8.3% | -13.3
COc1ccc(S(=O)(=O)N(CC(=O)NC2CC2)c2ccc(C)cc2)cc1OC | ? | /
Cc1ccc(-n2c(C)nc3ncnc(-c4ccccc4)c32)cc1 | -1.6% | 13.9
C=CCc1ccc(OCCCOc2ccc(C)cc2OC)c(OC)c1 | ? | /
O=C1CC(=O)Nc2cc(S(=O)(=O)Nc3ccc(Cl)c(C(F)(F)F)c3)ccc2N1 | i | -0.2
COc1cc(C(=O)OCc2cccc(S(=O)(=O)N3CCOCC3)c2)ccc1OCC(C)C | ? | /
CCCNC(=O)c1ccccc1NC(=O)c1ccc(CSc2ccccc2)cc1 | i | /
CCCCc1cc(=O)oc2cc(OCC(=O)NCCN3CCOCC3)c(Cl)cc12 | i | -6.4
Cc1ccc(NC(=O)CSc2nnc(Cc3ccccc3)o2)cc1 | ? | /
Cc1sc2nc(CN3CCN(S(=O)(=O)c4cccc5nonc45)CC3)[nH]c(=O)c2c1C | i | -6.2
CCC1S/C(=N/N=C/c2ccco2)N(c2ccc(F)cc2)C1=O (stereo not given) | ? | /
Cc1cccc2c(N=Nc3ccc(S(=O)(=O)Nc4cccc(Cl)c4)cc3[N+](=O)[O-])c(O)[nH]c12 | ? | /
Cc1cccc(C)c1NC(=O)Cn1nnnc1N | ? | /
Cc1ccc(/C=C/C(=O)c2ccc(C)cc2)cc1 | ? | /
COc1ccc(OCCSc2ncnc3nc[nH]c23)cc1 | -13.7% | -1.5
O=C(CCCn1c(SCC(=O)NCC2CCCO2)nc2ccccc2c1=O)NCC1CCCO1 (stereo not given) | 28.1% | -0.4
Cc1ccc(C(=O)N/N=C\c2ccc([N+](=O)[O-])s2)cn1 | ? | /
CCN(CC)S(=O)(=O)c1ccc(C)c(NC(=O)CN2CCN(C)CC2)c1 | i | /
CCOc1cccc(C(=O)NC(=S)NCc2cccnc2)c1 | i | -1.6

Given with values under each structure: part of the list above.
Results follow in this order: Lipid storage S3, Lipid storage S3 cell count max
C=CCc1ccc(OCCCOc2ccc(C)cc2OC)c(OC)c1
→ ?, /
O=C1CC(=O)Nc2cc(S(=O)(=O)Nc3ccc(Cl)c(C(F)(F)F)c3)ccc2N1
→ i, -0.2
COc1cc(C(=O)OCc2cccc(S(=O)(=O)N3CCOCC3)c2)ccc1OCC(C)C
→ ?, /
CCCNC(=O)c1ccccc1NC(=O)c1ccc(CSc2ccccc2)cc1
→ i, /
CCCCc1cc(=O)oc2cc(OCC(=O)NCCN3CCOCC3)c(Cl)cc12
→ i, -6.4

Going on with the list.
SMILES | Lipid storage S3 | Lipid storage S3 cell count max
CC(=O)Nc1cccc(Oc2cc(C#N)c(C#N)cc2N2CCOCC2)c1 | ? | /
O=C(COC(=O)c1cccc(Oc2ccccc2)c1)NCc1ccco1 | ? | /
O=C(CCC(=O)c1cccs1)NCc1cccnc1 | ? | /
CC(C)[C@H](NC(=O)[C@@H]1CSC2c3ccccc3C(=O)N21)C(=O)NC1CCCCC1 (stereo not given in full) | i | 7.8
CCOC(=O)C1=C(COC(=O)Cc2ccc(Cl)cc2)NC(=O)NC1C (stereo not given) | 19.6% | 5.2
O=C1CCCN1C(=O)CCC(=O)N1CCCC1=O | ? | /
CCOC(=O)c1c(C)[nH]c(C)c1C(=O)COC(=O)C1CCCN1S(=O)(=O)c1ccccc1F (stereo not given) | 16.5% | 5.5
Cc1onc(-c2ccccc2Cl)c1C(=O)Nc1cccc(-c2nc3ncccn3c2C)c1 | i | 11.0
CCc1ccc(N2C(=O)CC(NNc3nc4ccccc4s3)C2=O)cc1 (stereo not given) | ? | /
COc1ccc2oc(C(=O)NNC(=O)c3ccc(F)cc3)c(C)c2c1 | ? | /
CCc1c(C)nc2[nH]nc(-c3ccccc3C)n2c1=O | i | /
NC(=NCCc1ccc(Cl)cc1)NS(=O)(=O)c1ccc(F)cc1 | -12.8% | -9.1
CC1CN(C(=S)NC(=O)c2ccc(Cl)cc2)CC(C)O1 (stereo not given) | ? | /
CC(=O)c1cccc(NC(=O)CSc2nc(=O)n(CCN3CCOCC3)c3c2CCCC3)c1 | ? | /
COc1cccc(NC(=O)Cn2c3ccc(F)cc3c3nc4n(c(=O)c32)CCS4)c1 | ? | /
CS(=O)(=O)c1ccc2nc(NC(=O)Oc3ccccc3)sc2c1 | 4.0% | -9.5
COC(=O)N=Nc1c(O)[nH]c2ccc(Br)cc12 | 5.3% | 13.3
N#CC(C#N)=C1C=CC=CN1/C(=C\c1ccco1)C(=O)c1ccccc1 | ? | /
O=C(COC(=O)CNC(=O)c1ccc(Cl)cc1Cl)NCc1ccco1 | ? | /
Cc1ccc(OCCC(=O)N(Cc2ccccc2)c2c(N)n(Cc3ccccc3)c(=O)[nH]c2=O)cc1 | ? | /
COc1ccc(/C=N/NC(=O)c2cccc(C(F)(F)F)c2)cc1 | -0.8% | 19.4
C=CCn1c(SCC(=O)N2c3ccccc3Sc3ccccc32)nnc1-c1ccco1 | ? | /
Cn1cc(S(=O)(=O)N2CCCC2)cc1C(=O)N1CCN(c2ccccc2)CC1 | 22.8% | 0.9
CCOc1ccc(S(=O)(=O)N2CCOCC2)cc1NC(=O)C1CCC1 | ? | /
N#Cc1cccc(CN2C=NS(=O)(=O)c3ccccc32)c1 | 25.7% | 14.8
Cc1noc(C)c1CSCC(=O)Nc1ccc(S(C)(=O)=O)cc1 | ? | /
CCOc1ccccc1NC(=O)C1COc2ccccc2O1 (stereo not given) | 6.1% | /
CC(NC(=O)c1ccccc1Cl)c1nnc(SCC(=O)Nc2ccc(C(=O)O)cc2)n1C (stereo not given) | -3.7% | -15.1
NC(=O)c1nsc(C(=O)N(CC(=O)NCc2ccccc2)c2cccc(F)c2)c1N | i | 5.1
CCS(=O)(=O)N1CCC(NC(=O)C(Cc2ccc(OC)c(OC)c2)NC(C)=O)CC1 (stereo not given) | ? | /

Next part
SMILES | Lipid storage S3 | Lipid storage S3 cell count max
O=C(Nc1ccc(-c2nc3cccnc3s2)cc1)C1CCCO1 (stereo not given) | ? | /
CCCCC(=O)NC(=S)NNC(=O)CCc1ccccc1 | ? | /
COc1ccc(CCNS(=O)(=O)c2ccc(C(=O)NCc3ccco3)cc2)cc1OC | i | /
CC1=C(C(=O)OC(C)C)C(c2cncc(-c3ccc(F)cc3)c2)C(C#N)=C(N)O1 (stereo not given) | ? | /
Cc1nn(CC(N)=O)c(=O)c2ccccc12 | ? | /
CCOC(=O)N1CCN(C(=O)C(=O)Nc2sc3c(c2C(=O)O)CC(C)(C)OC3)CC1 | ? | /
O=C(CN1CCN(S(=O)(=O)c2cccc(Br)c2)CC1)NCCc1cccs1 | ? | /
COc1ccc(C(c2nnnn2C(C)C)N2CCN(C(=O)c3ccco3)CC2)cc1 (stereo not given) | 0.0259µM* | 10.1*
Clc1ccc(-c2csc(N/N=C/c3ccco3)n2)cc1 | 2.0% | 2.5
COc1ccccc1NS(=O)(=O)c1ccc(O)c(C(=O)OCc2cccc([N+](=O)[O-])c2)c1 | 2.5% | 28.6
COc1ccc(-c2cc(C(F)(F)F)n3ncc(C(=O)NCC4CCCO4)c3n2)cc1OC (stereo not given) | ? | /
O=C(CCCCCn1nnc2ccccc2c1=O)Nc1ccccc1F | -10.5% | -4.1
CCN(CC)CCNC(=S)Nc1ccc2nc(N3CCN(C)CC3)cc(C)c2c1 | ? | /
CCN(CC)C(=O)CSc1nnc2sc3ccccc3n12 | 10.9% | -0.7
COc1ccc(CCNC(=O)C2CCC(=O)N2CCc2ccccc2)cc1OC (stereo not given) | 5.5% | /
CCOC(=O)c1ccc(NC(=O)N2CCN(Cc3cccc(F)c3)CC2)cc1 | -0.1% | 2.3
N#CCCn1cc(/C=N/NC(N)=S)c(-c2ccccc2)n1 | -8.5% | -9.5
CCOC(=O)c1ccc(NC(=O)N2CCN(Cc3ccccc3)CC2)cc1 | ? | /
COc1ccc(CCN2C(=O)/C(=C\c3ccco3)SC2=S)cc1OC | -6.1% | -20.3
CCOC(=O)C(C(=O)OCC)C(Nc1ccccc1)c1ccccc1 (stereo not given) | ? | /
CCOC(=O)N1CCC(N2C(=O)c3ccc(C(=O)O)cc3C2=O)CC1 | ? | /
O=C(OCC1CC(c2ccccc2)=NO1)c1ccc(Cl)cc1 (stereo not given) | 13.0% | -2.1
O=C(O)c1n[nH]c2c1CCCCC2 | ? | /
COc1cc(CNS(=O)(=O)c2ccc3c(c2)CC(C)N3C(C)=O)cc(OC)c1OC (stereo not given) | i | -5.4
CN(C)c1nc(NCc2ccccc2)nc(SCC(N)=O)n1 | ? | /
Cc1cccnc1NC(=O)CNC(=O)c1sc2ccccc2c1Cl | 6.6% | -6.0
COc1ccc(-c2csc(NC(=O)c3ccc(OCC(=O)N4CCOCC4)c(OC)c3)n2)cc1 | 18.9% | -2.4
C=CCNc1oc(-c2cccs2)nc1S(=O)(=O)c1ccccc1 | ? | /
CC1CCCN(C(=O)CCc2nnc(-c3ccc4c(c3)OCO4)o2)C1 (stereo not given) | ? | /
CCC(=O)Nc1cccc(NC(=S)NC(=O)c2ccccc2)c1 | ? | /

The list goes on.
SMILES | Lipid storage S3 | Lipid storage S3 cell count max
Cc1ccc(Cl)c(NC(=S)N(CCCN2CCOCC2)Cc2ccco2)c1 | ? | /
CC(C)n1nnnc1SCC(=O)NC1CCCC1 | -2.0% | -7.7
O=C(CSc1nc(=O)n(CCCN2CCOCC2)c2c1CCC2)Nc1ccc([N+](=O)[O-])cc1 | ? | /
COc1ccc(C2C(C#N)=C(N)Oc3c2c(-c2ccccc2)nn3-c2ccccc2)c(OC)c1OC (stereo not given) | ? | /
CN(C)c1ccc(C(CNC(=O)c2ccccc2F)c2c[nH]c3ccccc23)cc1 (stereo not given) | 10.3% | 0.4
CN1CCN(c2cc(N3CCN(C(=O)c4ccco4)CC3)c3c4c(onc24)-c2ccccc2C3=O)CC1 | ? | /
CCCCNS(=O)(=O)c1cc(-c2nn(C)c(=O)c3ccccc23)ccc1C | ? | /
COC(=O)C1=CN(c2ccc(OC)cc2)C=C(C(=O)OC)C1c1cc(OC)c(OC)cc1OC | i | 22.7
Cc1cccc(OC(C)c2ccnc3nc(/N=C/N(C)C)nn23)c1 (stereo not given) | ? | /
CC1CCN(Cc2c(C#N)c3ccccc3n2C)CC1 | 9.2% | -38.1
O=C(c1cc([N+](=O)[O-])ccc1N1CCN(S(=O)(=O)c2ccc(Cl)c(Cl)c2)CC1)N1CCOCC1 | 0.1% | -7.5
COc1ccc(OCC(O)CNC(=O)Nc2ccc(Cl)cc2)cc1 (stereo not given) | 1.4% | -4.9
CCOc1cc(/C=N/NC(=O)CCc2n[nH]c(=O)[nH]c2=O)ccc1O | ? | /
CC(=O)Nc1nc2c(C)c(Cl)ccc2s1 | 22.9% | -10.4
Nc1ccn(CC(=O)NCCc2ccccn2)c(=O)n1 | ? | /
CCOc1ccc(NC(=O)C2(c3ccc(OC)c(OC)c3)CCCC2)cc1 | 0.4% | -5.8
O=C(Cc1ccc(-n2c(=O)c3ccccc3n(Cc3ccccc3Cl)c2=O)cc1)NCC1CCCO1 (stereo not given) | 35.6% | /
COc1ccc(NC(=O)c2oc3ccccc3c2CSC)cn1 | 23.1µM* | 1.6*
CC1CC(C)CN(C(=O)Cn2c(=O)oc3cc(S(=O)(=O)N4CCCC4)ccc32)C1 (stereo not given) | ? | /
O=C(OCn1nnc2ccccc2c1=O)c1cn(-c2ccccc2)nc1-c1cccnc1 | ? | /
CCOC(=O)c1c(NC(=O)c2cccs2)sc2c1CC(C)(C)OC2 | 1.6% | -11.5
CC(C)Oc1ccc(Oc2ccc(C(F)(F)F)cn2)cc1 | i | 7.8
COc1cccc(CNC(=O)c2cc3oc4ccccc4c3n2C)c1OC | ? | /
O=C(O)CCSc1ccc([N+](=O)[O-])cc1[N+](=O)[O-] | ? | /
COc1ccccc1N1CCN(C(=O)c2cc(C(=O)N3CCN(c4ccccc4OC)CC3)cc([N+](=O)[O-])c2)CC1 | ? | /
O=C(c1ccc2c(Cl)c3c(nc2c1)CCCC3)N1CCC(N2CCCCC2)CC1 | 9.8% | 0.8
CCOC(=O)C1CCCN(C(=O)Cc2ccc(OC)c(OC)c2)C1 (stereo not given) | ? | /
FC(F)(F)c1ccc(-n2cn[nH]c2=S)cc1 | ? | /
